CHOP inh = inhibitors of CHOP induction in ER stress response | CHO-K1 CHOP-promoter luciferase, tunicamycin-induced, 15-18 h | inhibition, % at 10 µM | 220,000 tested, 3.8% active;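 active means compounds that reduced the stress-induced luciferase reporter signal by more than about 70% of percent inhibition, limit read from the data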;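 further: 0% = tunicamycin plus vehicle and 100% = wells without tunicamycin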
S1P4 agonist = human S1P4 receptor agonism; S1P4-expressing cell line, agonist reporter assay; activation, % at 4.98 µM; 220,000 tested, 0.35% active; in the data active means activation above about 11%;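 further: 0% = DMSO vehicle and 100% = reference agonist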
NPY2 pot ag = potentiators or agonists of human neuropeptide Y receptor Y2; 220,000 tested, 0.45% active; AID 1359; cells expressing NPY-Y2, potentiator/agonist read-out; activation, % at 3.6 µM; P49146; in the data active means activation above about 27%;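 further: cells stimulated with NPY near EC25 plus isoproterenol at EC100; 0% = vehicle plus submaximal agonist and 100% = vehicle plus saturating agonist; some results beyond the cut were filed as inactive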
Target sequence (P49146 whole entry, looked up): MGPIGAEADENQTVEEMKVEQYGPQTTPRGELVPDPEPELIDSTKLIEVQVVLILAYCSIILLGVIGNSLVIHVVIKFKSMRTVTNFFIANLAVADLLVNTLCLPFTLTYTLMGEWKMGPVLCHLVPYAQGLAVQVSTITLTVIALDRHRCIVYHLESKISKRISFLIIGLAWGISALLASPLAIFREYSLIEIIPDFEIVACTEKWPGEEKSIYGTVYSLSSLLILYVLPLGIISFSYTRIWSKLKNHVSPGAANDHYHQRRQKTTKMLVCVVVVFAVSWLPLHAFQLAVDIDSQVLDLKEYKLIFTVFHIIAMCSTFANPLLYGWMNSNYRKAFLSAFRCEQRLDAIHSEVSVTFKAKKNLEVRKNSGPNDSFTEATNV
TRPML3 agonist = agonists of human TRPML3 channel; activation, % at 3 µM; 220,000 tested, 0.29% active; AID 1448; Q8TDD5; HEK293 TRPML3-YFP, Fluo-8 calcium fluorescence; 100% = the carbachol control signal;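 active means activation above its plate's cutoff, the mean activation of the plate's test wells plus 3 SD, cut at about 12% in these data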;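 further: 0% = DMSO only wells and 100% = carbachol wells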
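Material: TRPML3-YFP stable HEK293 cells | Dosing: One concentration, 3 µM nominal, 0.3% DMSO | Timing: 125 s total fluorescence read per well | Technique: Fluo-8 calcium dye fluorescence, ex 470-495, em 515-575 nm | Measure: Percent activation from peak-to-basal fluorescence ratio, scaled between DMSO and carbachol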
EP2 mod = modulates human prostaglandin E2 receptor EP2 signaling | P43116 | EP2-expressing cells, cAMP HTRF FRET, PGE2 co-stimulation | induction, % at 25 µM | 260,000 tested, 0.83% active | AID 940;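 active means compounds whose cAMP rise, as percent of the full-agonist control response, exceeds 60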;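 further: rat C6 glioma line stably carrying human EP2 under a CMV promoter; the protocol text gives 20 µM as final concentration; 100% = response of wells given 1 µM PGE2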
S1P4 antagonist = blocks the human S1P4 receptor. S1P4-expressing cells, antagonist mode, reporter read-out. 220,000 tested, 0.26% active. O95977. AID 1510. inhibition, % at 4.98 µM; in the data active means inhibition above about 29%;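 further: 0% = wells stimulated with agonist and 100% = vehicle wells without agonist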
TRPN1 ag = zebrafish TRPN1 (NompC) channel agonism. HEK293 zebrafish TRPN1-YFP, Fluo-8 calcium fluorescence; 100% = response to 87 µM carbachol. activation, % at 3 µM. 220,000 tested, 0.18% active;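 active means activation above its plate's cutoff, the mean activation of test wells on that plate plus 3 SD, cut at about 19% in these data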;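 further: 0% = DMSO alone and 100% = 87 µM carbachol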
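System: zebrafish TRPN1-YFP in HEK293 cells / Dosing: 3 µM single point / Timing: dye loading 1 h at 37 °C, then 30 min room temperature / Signal: Fluo-8 calcium fluorescence, excitation 470-495 nm, emission 515-575 nm / Read-out basis: percent activation from peak over basal fluorescence ratio, control-normalized / Control set: high carbachol 87 µM, low DMSO alone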
NPY-Y1 antag = blocks the human neuropeptide Y Y1 receptor; P25929; 200,000 tested, 1% active; HEK293-CNG Y1 cells, membrane potential fluorescence; NPY at EC95, then isoproterenol; AID 1040; inhibition, % at 3.6 µM;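 active means inhibition above the campaign mean inhibition of all tested compounds plus 3 SD, cut at about 20% in these data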;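 further: 0% = DMSO wells given NPY plus isoproterenol and 100% = isoproterenol alone without NPY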
Target sequence (P25929 whole entry, looked up): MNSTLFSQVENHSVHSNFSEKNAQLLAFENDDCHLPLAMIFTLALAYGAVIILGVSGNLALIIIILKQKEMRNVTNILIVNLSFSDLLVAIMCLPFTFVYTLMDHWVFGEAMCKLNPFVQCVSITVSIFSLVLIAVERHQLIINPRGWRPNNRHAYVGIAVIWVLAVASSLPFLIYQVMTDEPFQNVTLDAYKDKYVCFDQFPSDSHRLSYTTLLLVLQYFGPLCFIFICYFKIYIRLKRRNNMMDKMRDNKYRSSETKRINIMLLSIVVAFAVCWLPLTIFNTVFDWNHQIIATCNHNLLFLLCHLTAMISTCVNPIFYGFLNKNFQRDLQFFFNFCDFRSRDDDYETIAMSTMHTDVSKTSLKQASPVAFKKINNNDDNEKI
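Benchmarks – high control isoproterenol alone, low control NPY with isoproterenol · Material – HEK293 Y1/CNG channel cell line · Times – dye 3 h, compound 60 min room temperature, stimulation 45 min · Probe or stimulus – NPY (25 nM), isoproterenol (1 µM), Ro 20-1724 (25 µM) · Evaluation – % inhibition of NPY effect · Signal – fluorescence, membrane potential probe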
NPY1 pot ag = potentiators or agonists of human neuropeptide Y receptor Y1. 220,000 tested, 0.37% active. activation, % at 3.6 µM. P25929. NPY-Y1 expressing cells, potentiator/agonist activation; in the data active means activation above about 33%, passing the limit was not always enough;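 further: cells stimulated with NPY at EC10 then isoproterenol at EC100; 0% = low agonist plus stimulus and 100% = saturating agonist plus stimulus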
* hit, by the source's call; nt = not tested or not shown; & = joins results of further samples.

Compound | CHOP inh | S1P4 agonist | NPY2 pot ag | TRPML3 agonist | EP2 mod | S1P4 antagonist | TRPN1 ag | NPY-Y1 antag | NPY1 pot ag
CC1CCN(CC(=O)Nc2cc(C(F)(F)F)ccc2Cl)CC1 | 65 | -0.2 | 0 | 0.4 | 19&39 | 5 | 0.7 | 7 | 3
C=CCNCCOCCOc1ccc(C)cc1Br | 21 | 0.2 | -1 | 1.4 | -3 | -5 | -0.6 | 5 | -10
Cc1ccc(-c2cc(C(F)F)n3ncc(C(=O)N4CCCc5ccccc54)c3n2)cc1 | 23 | -3.0 | 0 | 0.5 | -24&-12 | -5 | -1.1 | 1 | -16
O=C(COC(=O)CNS(=O)(=O)/C=C/c1ccccc1)Nc1cccc2ccccc12 | 12 | 1.2 | -5 | 0.0 | 22 | -9 | -1.6 | -5 | 1
CCOc1ccc(OCC)c(S(=O)(=O)N2CCCCC2)c1 | -5 | 0.2 | -7 | 0.0 | 18 | -6 | -1.1 | 4 | 8
O=C(O)CCC(=O)c1cccc2ccccc12 | 11 | -1.8 | -18 | 0.2 | 19 | -3 | -0.4 | 4 | -33
CCC(CCC(=O)Nc1cccc(C(=O)O)c1)C(=O)O (stereo not drawn) | -3 | -3.3 | 7 | 0.3 | 16 | -1 | 0.7 | -1 | -3
COc1ccccc1/C=N/NC(=O)c1ccc(-c2ccccc2)cc1 | -4 | 0.3 | -7 | -0.2 | -75 | 10 | 0.5 | 7 | -38
CCN(CC)c1c([N+](=O)[O-])c(=O)n(C)c2ccccc12 | 3 | 0.9 | 22 | -0.1 | 22 | 9 | -1.4 | -2 | 13
Nc1cc(-c2ccccc2)nn1Cc1ccc(Cl)cc1 | -40 | 1.2 | -1 | 0.9 | 5 | -2 | 3.5 | 3 | -8
CCOC(=O)c1c(N)c(C#N)nn1-c1ccccc1C(=O)OC | 33 | -0.1 | 2 | -0.1 | 7 | -26 | -0.8 | 0 | -7
Cc1cc(Oc2ccccc2)nc(-c2ccccc2O)n1 | -8 | -0.4 | -19 | 0.7 | 45 | 2 | -0.6 | 8 | -23
CC(C)CCNC(=O)CN(CCN1CCOCC1)C(=O)Cn1nnc(-c2ccc(F)cc2)n1 | 4 | -1.2 | -5 | 0.5 | 8 | -1 | 0.8 | 0 | 3
O=C(Nc1cccnc1Cl)c1cccnc1Cl | 2 | 0.9 | 12 | 0.2 | 8 | -20 | 3.5 | 9 | -20
Cc1ccc(-c2nnc(Nc3ccccc3)c3ccccc23)cc1S(=O)(=O)NCC1CCCO1 (stereo not drawn) | 22 | -1.7 | 9 | -0.6 | -6 | 6 | 0.4 | -3 | -22
CC(C(=O)N1CCC(C(N)=O)CC1)N(c1ccc(Oc2ccccc2)cc1)S(C)(=O)=O (stereo not drawn) | -7 | -0.2 | 7 | 0.7 | -4 | 6 | 1.8 | -1 | -13
COc1ccc(C2(CNC(=O)CCC(=O)O)CCCC2)cc1 | 23 | 0.9 | 4 | -0.2 | 3 | -26 | 0.5 | -1 | 16
O=C(Nc1ccccc1N1CCCCC1)c1cccc([N+](=O)[O-])c1 | 25 | 0.4 | -6 | -0.2 | 51 | 7 | -0.6 | 3 | -18
CCc1cccc(N(CC(=O)NCc2ccc(F)cc2)C(=O)c2csnn2)c1 | 2 | 0.6 | 14 | -0.5 | -16 | -7 | -1.4 | 7 | 14
CCOC(=O)c1nn(-c2sc(C(=O)OC)c(C)c2C(=O)OC)cc1O | 20 | -2.7 | -14 | 0.5 | 18 | 2 | 1.0 | 18 | -12
CCc1ccccc1OCC(=O)N(CC)CC(=O)NCc1ccc(F)cc1 | 20 | -1.8 | 6 | -0.1 | 14 | -22 | 0.4 | 3 | 7
COC(=O)c1ccc(C2CC(=O)NC3=C2C(=O)CCC3)cc1 (stereo not drawn) | 19 | 0.2 | -8 | -0.2 | 11 | 1 | 1.3 | -3 | 5
CCC(=O)N1N=C(c2ccc(Cl)cc2)CC1c1ccco1 (stereo not drawn) | 18 | -0.2 | -3 | -1.1 | 25 | 1 | -3.7 | nt | -25
COC(=O)CN(C#N)c1nc(C)cc(C)n1 | 5 | 0.0 | 7 | 0.8 | 22 | -10 | 1.2 | 5 | 0
CCOc1ccc(/C=N/NC(=O)CN2CCSCC2)cc1 | 9 | 0.9 | 5 | 0.2 | -9 | -18 | 0.4 | -2 | 14
COC(=O)c1ccccc1NC(=O)CSc1ccccn1 | 1 | -1.8 | 1 | 0.1 | 18 | -7 | -1.5 | 3 | -5
O=C(CCN1C(=O)c2ccccc2C1=O)Nc1ccc(-c2nc3ccccc3o2)cc1 | 16 | -1.3 | -1 | -0.4 | 7 | -12 | 1.8 | -4 | 0
COc1ccc(CCNC(=O)C2CCCN(Cc3nc(-c4ccccc4C)oc3C)C2)cc1OC (stereo not drawn) | 30 | -2.3 | -14 | 2.2 | -36 | -7 | 0.4 | 0 | -18
Cc1csc(NC(=O)c2c(-c3c(Cl)cccc3Cl)noc2C)n1 | 19 | -2.5 | 1 | 0.2 | 38 | 15 | 0.4 | 2 | -10
CN1c2ccccc2C(=O)/C(=C\Nc2ccc(F)cc2F)S1(=O)=O | 3 | -1.9 | 9 | 0.6 | -9 | 14 | 1.8 | nt | -15
Cc1ccc(N2CC(C(=O)Nc3ccccn3)CC2=O)cc1 (stereo not drawn) | 36 | 0.6 | 11 | 0.8 | 27 | -4 | 1.8 | 8 | -8
Cc1cc(C(=O)NC2CCCCC2)on1 | 16 | -0.9 | -7 | 0.6 | 23 | -9 | 1.9 | nt | 1
Cc1cc(-c2ccco2)c(C#N)c2nc3ccccc3n12 | nt | 0.5 | 4 | -0.4 | nt | -10 | -2.6 | -2 | -19
Cc1ccccc1-n1c(SCC(=O)c2cc(C)n(C)c2C)nnc1-c1cccnc1 | 18 | -0.1 | -4 | 1.5 | 1 | -10 | 0.1 | -1 | -10
O=C(Cc1ccccc1)Nc1ccccc1C(=O)Nc1ccccc1 | 31 | 1.0 | 4 | -0.1 | -23 | -2 | -3.0 | 2 | 5
CCOC(=O)C(N)CSC1CC(=O)N(c2ccc(C(=O)OC)cc2)C1=O (stereo not drawn) | 47 | 1.0 | -2 | 1.3 | 21 | -19 | 0.5 | -1 | 11
COC(=O)CSC1=C(C#N)C(c2ccc(Cl)cc2)C(C(=O)OC)C(=O)N1 (stereo not drawn) | 34 | 1.6 | 1 | -1.0 | 11 | 3 | -1.9 | -4 | 9
O=C(O)Cc1sc(Nc2ccccc2)nc1-c1cccs1 | -7 | 0.3 | -2 | 3.6 | 14 | 25 | 8.5 | nt | 8
COC(=O)c1cc(OC)c(OC)cc1NC(=O)CCc1ccc(C)o1 | 37 | -2.1 | -35 | -1.0 | 42 | -3 | -1.2 | 18 | -31
Cc1nnc(NC(=O)C2CCCN(S(=O)(=O)Cc3ccccc3)C2)s1 (stereo not drawn) | 4 | -0.3 | -1 | 0.0 | 19 | 6 | 0.3 | 2 | 11
O=C(CCN1CCN(C(=O)c2ccco2)CC1)Nc1ccc(F)cc1 | 26 | -0.6 | -8 | 0.8 | 1 | 6 | 0.9 | 2 | 3
Cc1nc2oc3c(NCc4ccccc4)ncnc3c2c2c1COC(C)(C)C2 | 30 | -0.8 | -8 | 1.2 | 6 | 12 | 0.3 | -5 | -6
CNC(=O)c1cccc2cccc(Sc3ccccc3C(=O)O)c12 | 11 | 2.9 | 7 | 0.5 | 0 | 10 | 3.0 | nt | 8
O=S(=O)(NCCSc1ccccn1)c1ccc(Cl)cc1 | 15 | -0.1 | -1 | -0.5 | 20 | -7 | 0.3 | 8 | -13
O=C(CSc1nc(-c2ccc(F)cc2)cs1)N1CCN(C(=O)c2ccco2)CC1 | 37 | 0.8 | 8 | 0.6 | -52 | -23 | -1.0 | 5 | 12
N#Cc1ccsc1NC(=O)CN(Cc1ccccc1)Cc1ccccc1 | 15 | 1.1 | -9 | 0.3 | 44 | -5 | -1.6 | 7 | -8
Cc1cccc(OCC(=O)Nc2ccc3nc(C)sc3c2)c1 | 4 | -0.4 | -10 | 0.0 | -60 | -8 | 0.8 | 3 | -36
CCOC(=O)c1c(NC(=O)CSc2nnc(-c3c[nH]c4ccccc34)n2CC)sc2c1CCCC2 | 15 | 0.8 | 8 | 0.4 | 30 | 8 | -0.7 | 7 | -1
CCOc1ccc(-n2cc(C(=O)Nc3cccc(Cl)c3)c3cc(OC)c(OC)cc3c2=O)cc1 | 45 | 1.1 | -30 | 1.3 | 11 | -2 | -0.4 | 13 | -62
CCN(CC)CCOC(=O)c1ccc(NC(=O)COc2cc(=O)n(CC)c3ccccc23)cc1 | 15 | -1.1 | 5 | 0.0 | -13 | 3 | 1.7 | -2 | -10

The results go on.
Compound | CHOP inh | S1P4 agonist | NPY2 pot ag | TRPML3 agonist | EP2 mod | S1P4 antagonist | TRPN1 ag | NPY-Y1 antag | NPY1 pot ag
CC1=NN(c2ccccc2)C(=O)C1N=Nc1ccc(C)cc1 (stereo not drawn) | 0 | 2.0 | -8 | 0.9 | 22 | 6 | 0.4 | 3 | 1
COCCCn1c(SCC(=O)N2CCCCC2C)nnc1-c1ccco1 (stereo not drawn) | -18 | -1.4 | 18 | 1.2 | -2 | -9 | 2.6 | 2 | 9
CCC(C)(C(=O)NC1CCCC1)N(CC1CCCO1)C(=O)c1ccc2c(c1)OCO2 (stereo not drawn) | 12 | 2.4 | -11 | 0.7 | 18 | -12 | -1.6 | 14 | 4
COc1cccc(S(=O)(=O)c2nc(C)c3c(n2)CCC3)c1 | 10 | 1.3 | 6 | 0.3 | -13 | -11 | 0.4 | -1 | 7
CCOC(=O)c1cccc(NC(=O)CCNS(=O)(=O)c2ccc3c(c2)CCN3C(=O)CC)c1 | -2 | 2.0 | 0 | 0.1 | -7 | -4 | 0.0 | -5 | -4
COC(=O)CCC/C=C1/SCC(NC(=O)c2ccccc2)C1=O (stereo not drawn) | -3 | 0.9 | -2 | 0.0 | 4 | -2 | 0.0 | -2 | 3
C=CCS/C(=N\n1cnc2ccccc2c1=O)N(CC)CC | 10 | -1.5 | 13 | 0.7 | -5 | -8 | -0.5 | -2 | -16
CC(C)(C)/C(O)=C(/C#N)c1nc2ccccc2[nH]1 | 29 | -1.0 | -3 | 1.0 | -3 | 4 | 2.1 | -1 | 5

Screening results deposited in PubChem BioAssay by several laboratories.

Rows are unselected (roughly 6.5% active in at least one column).
